# PfGluPho inh: PfG6PD (Plasmodium falciparum) enzyme inhibition. PfGluPho enzyme, NADPH resazurin-diaphorase fluorescence. 350,000 tested, 0.78% active. AID 504690. inhibition, % at 20 µM;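 active = inhibition reaching at least a set limit at 20 µM in the primary screen, cut at about 59% in these data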;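 also: 0% = DMSO wells with substrate and 100% = DMSO wells lacking glucose-6-phosphate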
# SENP1 inh: SENP1 (human) catalytic domain inhibition. recombinant SENP1 catalytic domain, CyPet-SUMO1-YPet FRET cleavage. 360,000 tested, 0.21% active. inhibition, % at 10 µM. Q9P0U3;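 active = inhibition at least 30% at 10 µM, raw YFP signal under a set limit, fluorescence ratio 0.5 to 1.5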;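 also: 0% = enzyme with DMSO and 100% = no enzyme wells; some results filed as inactive read as strong as hits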
# Target sequence (Q9P0U3 419-644 limits assumed): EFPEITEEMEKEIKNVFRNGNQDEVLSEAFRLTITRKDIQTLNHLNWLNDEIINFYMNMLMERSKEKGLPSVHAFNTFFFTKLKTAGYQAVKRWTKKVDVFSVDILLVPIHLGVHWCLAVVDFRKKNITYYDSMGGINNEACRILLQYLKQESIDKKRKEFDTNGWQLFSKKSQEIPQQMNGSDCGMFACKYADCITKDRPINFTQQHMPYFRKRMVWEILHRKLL
#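 Test system: recombinant human SENP1 catalytic domain, His6-tagged / Medium: pH 8 Tris buffer with EDTA, NaCl, BME, BSA, NP40, catalase / Also added: SUMO1 FRET substrate flanked by Cypet and Ypet, 25 nM / Times: 50 min reaction at room temperature / Signal: FRET, CFP and YFP emission / Control set: no-enzyme low control and enzyme-plus-DMSO high control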
# Apaf1 inhib: blocks human Apaf-1 apoptosome activity | 330,000 tested, 0.71% active | O14727 | AID 489030 | inhibition, % at 20 µM | reconstituted apoptosome caspase-3 activity, DEVD-Rh110 fluorescence; active = inhibition of at least 40% at 20 µM;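 also: plate controls were DMSO wells for no effect and DEVD-CHO caspase inhibitor wells for full effect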
#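 detection = Rh110 fluorescence intensity | test system = biochemical Apaf-1 apoptosome reconstitution | also added = cytochrome c and DEVD-Rh110 substrate | schedule = 30 min plus 50 min, RT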
# SENP7 block: SENP7 protease inhibition; inhibition, % at 5 µM; recombinant SENP7, Z-RLRGG-aminoluciferin luminescence, 40 min; 330,000 tested, 1.5% active;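 active = inhibition above about 50% at the single test dose, limit read from the data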;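 also: plate controls were DMSO with enzyme for no effect and no enzyme buffer wells for full effect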
# HKDC1 inh: blocks human hexokinase HKDC1 activity; recombinant HKDC1, G6PDH/diaphorase resazurin coupled fluorescence; Q2TB90; 340,000 tested, 0.16% active; inhibition, % at 20 µM;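 active = inhibition above about 35% when tested at 20 µM, limit read from the data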;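 also: plate controls were DMSO wells with enzyme for no effect and DMSO wells lacking enzyme for full effect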
#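 Assay system – recombinant HKDC1 (HK5) hexokinase enzyme, produced in-house · Input – HKDC1 at 5 µg/mL · Reagent – glucose plus 1 mM ATP as hexokinase substrates · Timing – 90 min reaction incubation at room temperature, dark · Measured by – G6PDH/diaphorase-coupled fluorescence, 1 mM NADP, 100 µM resazurin, 525/613 nm · Benchmarks – DMSO-enzyme wells negative, buffer-substituted wells positive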
# SENP6 block: SENP6 protease inhibition; 330,000 tested, 1.8% active; AID 2599; Recombinant SENP6 catalytic domain, aminoluciferin luminescence; Q9GZR1; inhibition, % at 10 µM;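 active = inhibition above about 50% at the single tested dose, limit read from the data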;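 also: plate controls were DMSO wells with enzyme for no effect and DMSO wells lacking enzyme for full effect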
# Target sequence (Q9GZR1 628-1112 limits assumed): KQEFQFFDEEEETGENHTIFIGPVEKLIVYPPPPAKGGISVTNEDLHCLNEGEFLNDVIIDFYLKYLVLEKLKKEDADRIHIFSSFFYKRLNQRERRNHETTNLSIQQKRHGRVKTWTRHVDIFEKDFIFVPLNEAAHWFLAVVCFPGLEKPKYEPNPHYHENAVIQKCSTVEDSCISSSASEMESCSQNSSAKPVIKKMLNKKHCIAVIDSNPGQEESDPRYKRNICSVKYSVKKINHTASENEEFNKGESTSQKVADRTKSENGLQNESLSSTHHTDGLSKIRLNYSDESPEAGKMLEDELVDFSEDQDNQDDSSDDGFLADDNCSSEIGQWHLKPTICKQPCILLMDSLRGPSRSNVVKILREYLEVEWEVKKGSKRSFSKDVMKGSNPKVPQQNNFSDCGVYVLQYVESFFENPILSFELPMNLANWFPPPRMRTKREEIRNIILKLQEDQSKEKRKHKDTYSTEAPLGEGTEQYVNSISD
# SENP8 block-1: inhibitors of human SENP8 protease. recombinant SENP8, Nedd8 substrate fluorescence. inhibition, % at 20 µM. 360,000 tested, 0.64% active. AID 602440; in the data active = inhibition mostly above about 40%, no sharp cut-off; inactive = mostly below about 27%
# Target sequence (Q96LD8 whole entry, looked up): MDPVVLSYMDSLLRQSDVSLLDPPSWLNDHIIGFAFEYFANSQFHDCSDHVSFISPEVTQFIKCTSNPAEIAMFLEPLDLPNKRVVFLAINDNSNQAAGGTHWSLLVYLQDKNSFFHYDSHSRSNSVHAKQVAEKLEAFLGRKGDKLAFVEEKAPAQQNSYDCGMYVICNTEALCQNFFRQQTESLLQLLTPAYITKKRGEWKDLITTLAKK
# SENP8 block-2: inhibitors of human SENP8 protease; Q96LD8; purified SENP8, Z-RLRGG-aminoluciferin cleavage, luminescence; inhibition, % at 10 µM; 330,000 tested, 1.2% active; AID 2540; in the data active = inhibition above about 50%
# Active calls of the source: *; · = not tested or not shown.
SMILES,PfGluPho inh,SENP1 inh,Apaf1 inhib,SENP7 block,HKDC1 inh,SENP6 block,SENP8 block-1,SENP8 block-2
CC(=O)OCC1OC(n2ncc(=O)n(Cc3ccccc3)c2=O)C(OC(C)=O)C1OC(C)=O (stereo not drawn),-8.4,-0.2,8.1,-11.6,-1.1,-19.5,10.0,-2.1
O=C(O)c1ccc(COc2ccccc2/C=C2\NC(=O)N(Cc3ccccc3F)C2=O)cc1,-11.4,8.2,7.4,9.2,6.4,17.2,-295.1,3.7
COc1cc(CN2CCCC(CO)(Cc3cccc(Cl)c3)C2)cc(OC)c1O (stereo not drawn),11.5,-22.8,2.9,-0.1,15.2,11.7,25.8,13.6
O=C1CCCC2=C1C(c1ccc(O)c(Br)c1)C1=C(CCCC1=O)N2c1ccccc1,13.6,-14.9,13.3,6.1,-6.0,4.3,-253.3,-0.3
Cc1ccc(OCC(O)Cn2c(N3CCCCC3)nc3c2c(=O)[nH]c(=O)n3C)cc1 (stereo not drawn),-11.4,0.6,6.8,-1.7,2.5,14.9,20.5,5.4
COc1cc(C(=O)OC(C)c2ccc(F)cc2)ccc1OCC(=O)N1CCOCC1 (stereo not drawn),-9.4,-0.1,-7.7,-6.1,4.8,-1.0,9.0,1.4
CC1CCN(C(=S)NC(=O)c2ccc(C(C)(C)C)cc2)CC1,3.9,1.1,19.4,1.2,-2.9,3.9,-1.5,1.1
CC(C)Cc1cc(C(=O)N2CCCC(CO)(Cc3ccc(F)cc3)C2)no1 (stereo not drawn),-2.0,-7.2,8.2,-12.2,0.7,8.7,-14.8,-10.7
Cc1ccc(NC(=O)c2cncc(Br)c2)c(O)c1,-1.5,-3.1,-4.2,-2.7,-10.6,-12.6,10.5,-16.5
O=C(Nc1ccc2nc(-c3ccco3)[nH]c2c1)c1ccco1,10.2,8.3,1.3,9.8,2.6,-1.7,-114.5,-9.5
CC(C)(C)c1nnc2sc(SCC(=O)c3cccs3)nn2c1=O,-12.7,-1.8,0.6,3.9,-4.0,5.1,26.7,8.8
CCOC(=O)CC(=O)Nc1ccc(C(=O)OCC)cc1,-9.9,0.8,-0.6,-6.3,3.1,-0.6,4.6,4.5

# The last 4 entries of the section before come first, to join the parts:
SMILES,PfGluPho inh,SENP1 inh,Apaf1 inhib,SENP7 block,HKDC1 inh,SENP6 block,SENP8 block-1,SENP8 block-2
Cc1ccc(NC(=O)c2cncc(Br)c2)c(O)c1,-1.5,-3.1,-4.2,-2.7,-10.6,-12.6,10.5,-16.5
O=C(Nc1ccc2nc(-c3ccco3)[nH]c2c1)c1ccco1,10.2,8.3,1.3,9.8,2.6,-1.7,-114.5,-9.5
CC(C)(C)c1nnc2sc(SCC(=O)c3cccs3)nn2c1=O,-12.7,-1.8,0.6,3.9,-4.0,5.1,26.7,8.8
CCOC(=O)CC(=O)Nc1ccc(C(=O)OCC)cc1,-9.9,0.8,-0.6,-6.3,3.1,-0.6,4.6,4.5
CCOC(=O)C(C(=O)Nc1ccc(C)cc1)C1CCCCC1 (stereo not drawn),-4.0,0.5,8.1,-6.8,-1.2,-6.0,18.5,2.6
O=[n+]1cc(-c2ccccc2)n([O-])c2c1CCCCC2,0.2,4.0,0.5,7.8,15.8,9.1,1.6,-5.0
c1ccc(CCNCCOc2ccccc2)cc1,10.3,3.1,-4.2,6.7,-5.9,-5.1,3.5,8.8
O=C(COC(=O)COc1ccccc1)Nc1ncc([N+](=O)[O-])s1,21.1,-11.4,-2.1,76.1*,3.5,90.6*,12.7,88.0*
CN(C(=O)CSc1nnc2n1CCCCC2)C1(C#N)CCCCC1,18.8,1.4,0.7,6.3,-0.1,11.4,10.0,-2.8
Cc1ccc(N/C=C(\C2OC(=O)c3ccccc32)[N+](=O)[O-])c(C)c1 (stereo not drawn),-10.0,-0.2,6.2,-1.5,-6.6,-23.4,18.9,5.9
Cn1c(CSCc2ccc(Cl)c(Cl)c2)nnc1SCC(=O)Nc1nccs1,9.1,1.8,3.1,0.7,-0.6,-4.2,3.2,2.8
Cc1cc(C)n(-c2nc3c(c(=O)n(C)c(=O)n3C)n2CCO)n1,14.2,1.6,-4.2,-12.7,-9.2,-17.5,11.4,-0.4
COc1cccc(CNS(=O)(=O)c2ccc3c(c2)CC(C)N3C(C)=O)c1 (stereo not drawn),0.5,-1.5,8.6,-3.3,1.7,4.7,7.3,6.7
COC(=O)c1ccc(CNS(=O)(=O)c2ccc3ccccc3c2)cc1,1.9,0.7,4.8,0.6,4.7,-7.8,4.7,1.1
N#Cc1nnn(-c2cc(Cl)cc(Cl)c2)c1N,6.1,2.3,-13.0,12.6,4.8,-6.2,5.7,-4.7
COc1cc(C(=S)N2CCCC2)cc(OC)c1OC,3.1,5.4,6.9,-9.2,-7.2,-6.1,7.7,-6.7

# Marked active in SENP6 block, of those listed so far:
Compound	PfGluPho inh	SENP1 inh	SENP7 block	HKDC1 inh	SENP6 block	SENP8 block-1
O=C(COC(=O)COc1ccccc1)Nc1ncc([N+](=O)[O-])s1	21.1	-11.4	76.1*	3.5	90.6*	12.7

# The results go on:
SMILES,PfGluPho inh,SENP1 inh,Apaf1 inhib,SENP7 block,HKDC1 inh,SENP6 block,SENP8 block-1,SENP8 block-2
COC(=O)c1scc(C)c1NC(=O)C(Cl)c1ccccc1 (stereo not drawn),7.6,-19.9,5.4,8.7,-6.3,-0.1,14.6,1.6
CN(Cc1ccc(Cl)cc1)C(=O)CNC(=O)C12CC3CC(CC(C3)C1)C2,-1.7,3.5,12.6,-6.9,-0.3,0.1,11.3,-2.5
NC(=O)c1ccsc1NC(=O)c1ccc2c(c1)CCCC2,30.2,-11.5,23.7,99.1*,-2.3,95.8*,-177.5,96.0*
CN1CCN(c2ccc([N+](=O)[O-])cc2C(=O)Nc2ccccc2)CC1,2.5,2.8,0.3,12.7,-8.5,2.8,12.9,7.5
CC(NC(=O)c1ccncc1)C(C)(C)C (stereo not drawn),-6.7,-0.1,-7.4,-3.2,-11.4,-4.0,8.7,0.2
Cc1ccc(CN2CCSc3ccc(C(=O)N4CCOCC4)cc32)cc1,-6.8,1.8,12.5,-0.9,-1.1,4.9,-369.5,1.3
O=C(CSc1n[nH]c(=O)n1Cc1ccco1)Nc1ccccc1,-4.7,0.7,-10.4,-1.9,0.3,-5.7,5.1,0.8
Nc1nonc1-c1noc(N2CCCCC2)n1,18.6,0.2,0.4,-11.5,0.3,-8.4,19.9,-22.8
C=Cc1cc2c(cc1O)CCC1C2CCC2(C)C(O)CCC12 (stereo not drawn),-4.6,1.1,·,·,-1.5,·,-15.9,·
Nc1ccc(Sc2nnnn2-c2ccccc2)c(Cl)c1,7.2,1.3,-13.4,6.5,-2.1,-4.2,12.4,2.6
Nc1oc2ccccc2c(=O)c1C=O,13.5,0.1,-6.4,8.6,-5.6,12.8,12.0,4.8
CCOc1nc(OCC)c2[nH]c(C(=O)O)c(Br)c2n1,3.8,1.4,·,·,-7.7,·,2.5,·
Cc1cccc(NC(=O)C2CCN(S(=O)(=O)c3c(C)c(C)cc(C)c3C)CC2)n1,-4.8,-0.4,23.7,-4.0,-5.7,2.4,1.5,18.9
CCc1cc(=O)[nH]c(SCC(=O)N2CCCC2)n1,-2.9,1.9,2.6,-8.6,-0.7,-4.5,4.9,-5.3
CC(=O)Nc1ccc(S(=O)(=O)N2CCN(c3cc(C)nc4ccccc34)CC2)cc1,-3.5,-0.7,0.7,4.3,-1.1,3.1,-18.6,-0.8
CC(C)C(NC(=O)C1CCCCC1)C(=O)NCCc1ccccc1 (stereo not drawn),-20.2,1.2,-6.5,0.9,14.7,1.4,10.7,-0.6
CCCc1cc(=O)[nH]c(SCC(=O)N2CCN(S(=O)(=O)c3ccc4ccccc4c3)CC2)n1,-34.6,1.5,15.4,0.4,-5.6,-0.5,-1.9,-6.4
COc1ccc(Cl)cc1N(C(C)C(=O)NC1CCCC1)S(C)(=O)=O (stereo not drawn),-5.9,0.2,-3.3,-2.5,-10.3,1.0,14.8,1.1
CN(C)S(=O)(=O)c1ccc(Cl)c(NC(=O)CN2C(=O)NC(C)(C3CC3)C2=O)c1 (stereo not drawn),8.6,-0.2,-15.1,5.8,-3.0,-8.6,9.5,-6.8
COc1ccc(OC)c(NC(=O)COC(=O)/C=C/c2c(C)nn(C3CCS(=O)(=O)C3)c2Cl)c1 (stereo not drawn),0.5,3.8,9.2,2.7,-1.9,-2.9,30.3,6.6
O=C(Oc1ccccc1)c1cccc(N2C(=O)CCC2=O)c1,-4.8,3.4,-25.8,6.2,-2.2,8.9,32.5,3.3
O=C1CCc2cc(S(=O)(=O)N3CCCCC3)cc3c2N1CC3,8.2,2.5,8.0,-4.6,-6.5,-4.5,17.5,-8.7
Cc1ccc(S(=O)(=O)NC(CC(C)C)C(=O)NCc2ccco2)cc1 (stereo not drawn),-3.6,1.7,-7.9,7.7,-5.5,-6.3,10.1,4.1
Oc1ccc(Cl)cc1C=NN1CCCCCC1,2.8,-2.2,·,·,-0.8,·,2.6,·
CC(=O)/C(=N/Nc1ccccc1Cl)Sc1nnc(C(O)c2ccccc2)n1-c1ccccc1 (stereo not drawn),10.9,0.0,8.4,3.7,-6.0,1.6,9.0,-2.6
CC(C)CC(NC(=O)C1CCCCC1)C(=O)NC(C)c1ccccc1 (stereo not drawn),-8.1,1.4,3.0,5.6,-1.2,-25.9,14.3,3.7
O=C(/C=C/c1ccc(Br)o1)NCCCN1CCOCC1,8.4,-5.4,4.5,4.6,-6.5,-16.8,6.6,-6.9
COc1ccc(-c2onc(C)c2-c2ccccc2)c(O)c1,6.3,0.3,5.9,-2.8,-3.0,0.0,1.5,4.4
Cc1ccc(NS(=O)(=O)c2c(C(=O)N3CCOCC3)c(C)n(C)c2C)cc1C,-2.3,1.8,-5.5,-8.1,-5.5,-4.7,1.2,-5.9
O=c1cc(N2CCCCC2)c(-c2ccccc2)nn1Cc1ccc(F)cc1,-8.6,1.4,19.7,3.1,7.0,0.1,14.8,-1.4
Cc1cc(C(=O)NNC(=S)Nc2cccc(C(F)(F)F)c2)nn1C,-7.5,2.1,13.8,-8.1,-11.9,-17.9,6.1,-9.9
CCOc1ccc(NC(=O)NN2C(C)CCCC2C)cc1 (stereo not drawn),2.4,0.6,9.3,6.1,2.7,12.0,16.9,-7.8
COc1ccc(NC(=O)c2ccc(OCc3c(C)noc3C)c(OC)c2)cn1,-0.8,0.3,-7.8,-2.1,1.2,-4.5,20.6,-7.4
CCOc1ncccc1C(=O)OCc1c(F)cccc1Cl,-18.7,1.9,3.7,2.9,1.3,-6.7,15.4,-1.2
O=C(NC1CC2CCCC(C1)N2C(=S)Nc1ccccc1Cl)C1CC1 (stereo not drawn),12.8,3.8,-5.6,2.0,-2.3,-5.8,7.2,7.8
COc1nc(NCc2cccnc2)nc(OC)n1,9.2,-1.4,-14.0,2.7,-4.5,3.3,20.0,6.7
O=C(C1CCCN(CCCc2ccccc2)C1)N1CCCCC1 (stereo not drawn),1.4,2.9,-3.1,0.1,-11.9,21.6,25.1,-3.7

# Assay outcomes: PubChem, Sanford-Burnham Center for Chemical Genomics
